# TDP1 inh = qHTS Assay for Inhibitors of Tyrosyl-DNA Phosphodiesterase (TDP1) | actives 0.28% (n = 350,000) | Potency, µM (top dose mostly 130 µM), for the others: at the highest dose activity change, negative = inhibition, actives largely listed as inhibitors | AID 485290, 2010 | recombinant TDP1, AlphaScreen DNA substrate cleavage | Tyrosyl-DNA phosphodiesterase 1 (Homo sapiens), Q9NUW8; also: nearly all actives have a fitted effect of over 40% in size
#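 Recombinant E. coli-expressed Tdp1 (1 nM) preincubated with compound 15 min at RT, then 5'-biotin/3'-phosphotyrosine-FITC DNA substrate (15 nM) added for 5 min. AlphaScreen beads (10 ug/ml) added, 10 min RT; tyrosine-FITC cleavage read as signal loss.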
# GCN5L2 inh = qHTS Assay for Inhibitors of GCN5L2. Histone acetyltransferase KAT2A (Homo sapiens), Q92830. GCN5L2 HAT assay, ThioGlo1 CoA-SH fluorescence. actives 0.21% (n = 390,000). Potency, µM (series often up to 58.9 µM), without a hit: at the top dose activity change, negative = inhibition, usual class: inhibitors
# Target sequence (Q92830 whole entry, looked up): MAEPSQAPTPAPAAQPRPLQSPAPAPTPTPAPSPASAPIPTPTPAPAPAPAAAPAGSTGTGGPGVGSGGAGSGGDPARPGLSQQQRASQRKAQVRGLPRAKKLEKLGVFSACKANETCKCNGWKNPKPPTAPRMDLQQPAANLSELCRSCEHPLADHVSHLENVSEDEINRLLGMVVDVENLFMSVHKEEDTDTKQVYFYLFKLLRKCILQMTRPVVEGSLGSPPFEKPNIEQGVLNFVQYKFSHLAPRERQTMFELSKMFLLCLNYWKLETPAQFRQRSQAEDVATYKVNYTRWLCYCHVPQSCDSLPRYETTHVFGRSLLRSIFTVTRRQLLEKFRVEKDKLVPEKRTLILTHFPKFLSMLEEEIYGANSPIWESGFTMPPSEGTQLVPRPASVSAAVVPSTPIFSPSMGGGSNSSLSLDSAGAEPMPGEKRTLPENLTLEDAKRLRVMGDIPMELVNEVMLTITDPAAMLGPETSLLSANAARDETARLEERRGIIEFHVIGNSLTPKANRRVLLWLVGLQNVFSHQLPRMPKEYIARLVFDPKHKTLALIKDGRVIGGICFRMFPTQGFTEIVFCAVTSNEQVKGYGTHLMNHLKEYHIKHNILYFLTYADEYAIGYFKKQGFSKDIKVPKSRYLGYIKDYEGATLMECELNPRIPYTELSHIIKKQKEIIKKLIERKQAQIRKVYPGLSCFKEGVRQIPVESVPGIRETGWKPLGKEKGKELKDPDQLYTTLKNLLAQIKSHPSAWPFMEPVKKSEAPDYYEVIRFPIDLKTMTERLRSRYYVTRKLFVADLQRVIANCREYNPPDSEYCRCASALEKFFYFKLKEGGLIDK
#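 Preincubate 20nM GCN5L2 with compound 15 min, RT → add 50uM ThioGlo1 + 75uM H3(1-25) + 70uM acetyl-CoA → read fluorescence 0 and 20 min. Primary qHTS; fluorescent artifacts likely.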
# DT40 TDP1 no CPT = qHTS for Inhibitors of human tyrosyl-DNA phosphodiesterase 1 (TDP1): qHTS in cells in absence of CPT; actives 15% (n = 420,000); Potency, µM (titrated, usually from 46.2 µM), for the others: at the highest dose activity change, negative = growth inhibition, usual class: inhibitors; AID 686978, 2013; DT40 Tdp1-/- hTDP1 cells, no CPT, ATP luminescence, 48 h; also: nearly all actives have a fitted effect of over 55% in size
#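 Cells were dispensed at 400 per well, compounds added by pin tool, plates incubated ≥48 hr at 37 °C, then CellTiter-Glo added for 30 min at room temperature before luminescence reading. Line: DT40 Tdp1-/- complemented with hTDP1; camptothecin omitted.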
# Starred values were filed as active, the others as inactive; ? = inconclusive; . = not tested or not shown; & = joins results of further samples; [ ] = remark or other dose. Calls follow the shape of the dose curve; as a rule, active = well fitted curve in the direction sought with a large enough effect; inconclusive = small, poorly fitted or top-dose-only effect, or another doubt; inactive = no such curve, though single readings can be large; an effect the other way counts as inactive or inconclusive. % is scaled to controls: 0 for no effect and ±100 for the full control effect; potency is read from the fitted curve at half-maximal effect. This is a subset; rates above refer to the full screens.
compound,DT40 TDP1 no CPT,GCN5L2 inh,TDP1 inh
CCCn1nc(C(=O)OCC(=O)Nc2cccc(OC)c2)c2ccccc2c1=O,-1%,-14%,5%
CCOc1ccc(NC(=O)COC(=O)C2(C)CC2(Cl)Cl)c([N+](=O)[O-])c1 (stereo unspecified),-21%,-11%,9%
NC(=O)c1ccccc1NC(=O)c1ccccc1S(=O)(=O)c1ccccc1[N+](=O)[O-],-19%,-5%,5%
CCOC(=O)C1(CCOc2ccccc2)CCN(Cc2cccc(OC)c2OC)CC1,21µM*,-7%,.
COC(=O)[C@@]1(Cc2ccc(F)cc2)[C@H]2c3cc(C(=O)N(C)C)n(Cc4ccc(OC(F)(F)F)cc4)c3C[C@H]2CN1C(=O)c1ccccc1,.,-19%,7%&16%
COc1ccccc1N1CCN(C(=O)c2ccc(Cl)c(S(=O)(=O)N3CCOCC3)c2)CC1,?,-26%,-3%
O=C(CCN1C(=O)c2cccc([N+](=O)[O-])c2C1=O)Nc1nccs1,1%,2%,6%
COc1ccccc1-c1cc2nc(C)c(CCC(=O)NC(C)CCc3ccco3)c(C)n2n1 (stereo unspecified),21µM*,-14%,4%
Fc1ccccc1Nc1c2c(nc3ccccc13)CCC2,21µM*,-1%,4%
CC(=O)Nc1ccc(Nc2nnc(-c3ccc(C)c(S(=O)(=O)NCC4CCCO4)c3)c3ccccc23)cc1 (stereo unspecified),3%,-9%,4%
CCN(CC)c1ccc(-c2sc(Nc3ccccc3)n[n+]2-c2ccc(F)cc2)cc1,26µM*,-12%,.
Cc1nc(N2CCN(c3ccccc3)CC2)[nH]c(=O)c1CCC(C)C,-18%,-1%,3%
COc1cc(CN2CCNC(=O)C2CC(=O)NCCC2=CCCCC2)cc(OC)c1 (stereo unspecified),-21%,1%,4%
COc1cc2c(cc1OC)C(C(=O)Nc1ccc3c(c1)OCCO3)C1c3ccccc3CCN1C2=O (stereo unspecified),23µM*,-2%,4%
CCc1nnc(NC(=O)CSc2nnc(-c3ccc(O)cc3)n2C)s1,-7%,4%,-3%
Cc1nn(-c2ccccc2)c(C)c1/C=N/NC(=O)c1cc(C(C)(C)C)[nH]n1,?,-3%,2%
CCOC(=O)N1CCN(C(=O)CCCN2C(=O)CSc3nc(C)cc(C)c32)CC1,-22%,-6%,9%
CCN1CCC2(CC1)N=C(c1ccc(F)cc1)C(=S)N2C(=O)c1ccc(C)cc1,5.8µM*,1%,3%
Cc1c(C)n2c(SCC(=O)NCc3ccc4c(c3)OCO4)nnc2[nH]c1=O,17%,-19%,.
Cc1cc(-c2ccc(C)c(S(=O)(=O)NCCc3ccc(S(N)(=O)=O)cc3)c2)on1,?,-21%&1%,2%&3%
S=c1[nH]nc(C2CCCCC2)n1/N=C/C(Cl)=C\c1ccccc1,?,3%,3%
CN1C2CCC1CC(NC(=O)c1cc(S(=O)(=O)N(C)C)c(Cl)cc1Cl)C2 (stereo unspecified),8%,-1%,3%
CC(C)N(C(=O)c1ccc(C(=O)Nc2ccc([N+](=O)[O-])cc2)cc1)C(C)C,-8%,-20%,3%
Cc1nc2nncn2c(NCc2ccc(F)cc2)c1C,4.1µM*,3%,0%
c1ccc(CCNc2nc(-c3ccccn3)cs2)cc1,7.3µM*,33%[activator],-2%

# (continued)
compound,DT40 TDP1 no CPT,GCN5L2 inh,TDP1 inh
COc1ccccc1C(=O)COC(=O)CNS(=O)(=O)c1ccc(NC(C)=O)cc1,-4%,-21%,2%
Cc1ccc(C)c(S(=O)(=O)N2CCN(C(=O)CN3C(=O)NC(C)(C)C3=O)CC2)c1,17%,0%,0%
O=C(CNS(=O)(=O)c1ccc(F)c(Cl)c1)N1CCCC1,-3%,-9%,.
COc1ccc(OC)c(NC(=O)c2cccc(NC(=O)c3ccccc3)c2)c1,?,-4%,.
CC(=O)N1CCN(C(=O)c2c(-c3ccccc3)noc2C)CC1,31%[activator],-28%,0%
CC(=O)c1ccc(OCCCC(=O)Nc2cccc(-c3nn[nH]n3)c2)cc1,-12%,-3%,4%
COC(=O)c1ccc(OC)c(Cn2c(=O)n(-c3cccc(Cl)c3)c(=O)c3c4c(sc32)CN(C(C)=O)CC4)c1,-12%,-3%,5%
COc1ccccc1NC(=O)Cn1nnc(-c2ccccc2NC(=O)c2cc3ccccc3oc2=O)n1,-8%,36%[activator],0%
COc1cc(NC(=O)CSc2nnc(C)s2)cc(OC)c1OC,-6%,-18%,-1%
COc1ccccc1NC(=O)Nc1nn(C)c2cccc(N(C)C)c12,16µM*,-6%,.
CCCCc1cc(=O)oc2cc(OCC(=O)Nc3cccnc3)c(Cl)cc12,?,-13%,-7%
Cc1nn(C)cc1NC(=O)Cn1nc(C(F)(F)F)cc1C1CC1,-8%,-3%,5%
Cc1ccc(C(=O)OCC(=O)c2ccc(CC(=O)N3CCOCC3)s2)c(C)c1,-4%,?,50µM*
COc1ccc([C@H]2CC(=O)C=C(c3cc(Br)ccc3OC)C2)cc1,16µM*,-10%,1%
c1cncc(CNc2ncnc3ccc(-c4cccnc4)cc23)c1,12µM*,-1%&-5%&-18%,2%
CCn1c(=O)cc(SCC(=O)N2CCN(C)CC2)c2ccccc21,-2%,-3%,6%
CCc1cccc(NC(=O)c2ccc(Br)o2)c1,-19%,-2%,5%
Cc1ccc(-n2ncc3c(=O)[nH]c(SCC(=O)N4CCC(C)CC4)nc32)cc1C,-4%,-9%,2%
CCn1cc(C(=O)O)c(=O)c2cnc(N3CCN(C(=S)NC(=O)c4ccc(Cl)cc4Cl)CC3)nc21,-9%,1%,2%[0.0935 µM]
CCN1CCN(C(c2ccc(C(F)(F)F)cc2)c2ccc3cccnc3c2O)CC1 (stereo unspecified),16µM*,2%,.
COc1cc2nccc(Oc3ccc(NC(=O)Nc4ccc(F)cc4F)c(F)c3)c2cc1OC,.,-5%,-2%
COc1cccc(CNC(=O)CN2C(=O)CSc3ccc(S(=O)(=O)N4CCCC4)cc32)c1,?,3%&-11%,5%
Cc1ccc2c(c1)N(CC(=O)N1CCCCC1C)C(=O)CO2 (stereo unspecified),-12%,-5%,.
CCOc1ccc(NC(=O)CCCn2c(=S)[nH]c3ccsc3c2=O)cc1,-21%,0%,0%
CC(=O)[C@]1(O)CCC2C3CC(C)C4=CC(=O)C=CC4(C)[C@@]3(F)C(O)C[C@]21C (stereo partly specified),-12%,-2%,5%

# (cont.)
compound,DT40 TDP1 no CPT,GCN5L2 inh,TDP1 inh
CN1CCN(C(=S)Nc2ccc(Cl)cc2Cl)CC1,?,-3%,-2%
Nc1scc[n+]1Cc1cccc2cccnc12,1%,21%,2%
COc1ccc(NS(=O)(=O)c2cccc3cccnc23)cc1Cl,21µM*,-15%,.
Cc1ccc(C(=O)COC(=O)c2ccco2)cc1C,10%,-20%,1%
CC(=O)Nc1ccc(C(=O)OCC(=O)NC(=O)NC2CCCCC2)cc1,-20%,-4%,1%
C[C@@H]1CC=C[C@H]2[C@H]1C(=O)N(Cc1ccccc1)[C@H]2c1ccc(-c2ccc(N(C)C)cc2)cc1F,12µM*,1%,11%
CCN(CC)c1ccc(S(=O)(=O)N2CCOCC2)cc1NC(=O)COC(=O)c1cccnc1SC,16µM*,-3%,8%
CCOC(=O)c1sc(N/N=C/c2ccccc2)nc1C,?,-17%,3%
CCC(C)c1ccc2oc(-c3ccc(NC(=O)c4ncn[nH]4)cc3)nc2c1 (stereo unspecified),-21%,-11%,7%
CC(c1cc2ccccc2s1)N(O)C(N)=O (stereo unspecified),-13%,19%&2%,-9%&-9%
CCS(=O)(=O)C(=C(Nc1ccc(OC)cc1)Nc1ccc(OC)cc1)S(=O)(=O)CC,?,-19%,0%
NC(=O)C1CCN(C(=O)CSc2ccccn2)CC1,-2%,-2%,7%
O=C(CSc1nccn1-c1ccc(Cl)cc1)Nc1nc2ccccc2s1,-26%,1%,1%
CCCn1c(SCC(=O)NNC(=O)c2ccccc2)nnc1-c1cccnc1,-10%,-27%,2%
Cc1ccc(OCCn2ccnc2)c(C)c1,9%,-3%,6%
Cc1cc(=O)oc2cc(NC(=O)CC3(CC(=O)O)CCCC3)ccc12,7%,0%,5%
COc1ccc(CCN2CC(C(=O)Nc3nnc(Cc4ccccc4)s3)CC2=O)cc1OC (stereo unspecified),?,3%,1%
CCNc1ncc2ncc(=O)n(C[C@H]3CCCO3)c2n1,21µM*,?,.
CC(=O)N(C)Cc1ccc(C(=O)CSc2nnc(C3CC3)n2C2CC2)cc1,-20%,-9%,-1%[56.1 µM]
COc1ccccc1NC(=O)CSc1nnc2c3ccccc3n(C(C)C)c2n1,4.6µM*,-5%,.
CN(C)C(=O)C1C2NC(=S)N(c3ccc(Cl)cc3)C1(C)Oc1ccc(Cl)cc12 (stereo unspecified),?,-3%,10%
CC12/C(=N/O)C3C4CC5C3/C(=N/O)C1C5C42 (stereo unspecified),-6%,-8%,5%
Cc1ccc(C)c(Nc2cc(C)nc(-c3ccccc3O)n2)c1,5.8µM*,1%,.
CN(C)/C(=N\O)c1c(Cl)cccc1Cl,-16%,3%,0%
CCOC(=O)c1ccc[n+](CC(=O)Nc2ccccc2OC(F)F)c1,2%,-15%,5%

# Additional entries follow:
compound,DT40 TDP1 no CPT,GCN5L2 inh,TDP1 inh
O=C(O)CCNC(=O)CCCn1nnc2ccccc2c1=O,30%,-17%,7%
COc1cc(/C=C2\C(=O)N(CCC#N)N=C2C)c(Br)cc1OC(C)C,?,-6%,-3%
Cc1ccc(C)c(OCCSc2nnc(C)c(=O)[nH]2)c1,?,-2%,3%
O=C(CSc1ccc(Br)cc1)N1CCOCC1,-13%,4%,.
CC(=O)c1ccc(C(=O)N(Cc2cccnc2)c2nc3c(Cl)cccc3s2)cc1,?,-22%,8%
N#CC(C(=O)NC1CCCCC1)=C1CCCCC1,0%,-1%,-8%
Cc1ccc(NC(=O)CCNS(=O)(=O)c2cccc3nsnc23)cc1F,-29%,-6%,3%
CCOC(=O)[C@@H]1C(c2c(OC)cc(OC)cc2OC)=NO[C@@H]1C(=O)OCC,1%,-5%,5%
O=C(O)c1ccc(OCC(O)Cn2c3ccccc3c3ccccc32)cc1 (stereo unspecified),-17%,-1%,4%
COc1cc(/C=C/C(=O)c2cccs2)cc(OC)c1OC,1.5µM*,-27%,24%
Cc1cc(C)c2oc(-c3cccc(NC(=O)c4ccco4)c3)nc2c1,-89%,1%,1%[12.3 µM]
CC1=NN(C(N)=S)C(=O)C1N=Nc1cccc(C(=O)O)c1 (stereo unspecified),17%,0%,4%
CC1CCN(CCCNc2cc(NCCO)c([N+](=O)[O-])c3nonc23)CC1,-1%,-5%,.
COc1cc(C(=O)N2CCC(NC(=O)C(Cc3ccccc3C)NC(C)=O)CC2)cc(OC)c1OC (stereo unspecified),4%,1%,-1%
O=C(NCCC(=O)N1CCN(c2ccccn2)CC1)c1ccc([N+](=O)[O-])cc1,3%,-3%,0%
O=C1c2ccccc2/C(=C\C#Cc2ccccn2)N1c1ccccc1,?,-8%,5%
O=c1c2ccccc2c(C=NCc2ccccn2)c(O)n1-c1ccccc1,?,0%,5%
O=C(CCn1c(=O)c2ccccc2n(Cc2ccc(Cl)cc2)c1=O)NCc1ccc2c(c1)OCO2,?,1%,-1%
Cc1ccccc1NC(=O)/C=C1\SC(=O)NC1=O,?,-11%,3%

# Part of the list above in order of SMILES length, descending.
compound,DT40 TDP1 no CPT,GCN5L2 inh,TDP1 inh
COc1cc(C(=O)N2CCC(NC(=O)C(Cc3ccccc3C)NC(C)=O)CC2)cc(OC)c1OC (stereo unspecified),4%,1%,-1%
CC1CCN(CCCNc2cc(NCCO)c([N+](=O)[O-])c3nonc23)CC1,-1%,-5%,.
COc1cc(/C=C2\C(=O)N(CCC#N)N=C2C)c(Br)cc1OC(C)C,?,-6%,-3%
Cc1cc(C)c2oc(-c3cccc(NC(=O)c4ccco4)c3)nc2c1,-89%,1%,1%[12.3 µM]
N#CC(C(=O)NC1CCCCC1)=C1CCCCC1,0%,-1%,-8%
